Source: PubChem BioAssay
CD11b adhes enh – enhancers of human CD11b/CD18 binding to fibrinogen | P05107+P11215 | K562 CD11b/CD18 adhesion to fibrinogen, ATPlite luminescence | AID 1499 | activation, % at 10 µM | actives 0.07% (n = 93,000);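 active = 10 µM primary screen giving 50% or more activity, confirmed by 40% or more on retest at that dose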; note: strong numbers were not always called active; reference of the scale not given here
Target sequence (P05107 whole entry, looked up, other chains not shown): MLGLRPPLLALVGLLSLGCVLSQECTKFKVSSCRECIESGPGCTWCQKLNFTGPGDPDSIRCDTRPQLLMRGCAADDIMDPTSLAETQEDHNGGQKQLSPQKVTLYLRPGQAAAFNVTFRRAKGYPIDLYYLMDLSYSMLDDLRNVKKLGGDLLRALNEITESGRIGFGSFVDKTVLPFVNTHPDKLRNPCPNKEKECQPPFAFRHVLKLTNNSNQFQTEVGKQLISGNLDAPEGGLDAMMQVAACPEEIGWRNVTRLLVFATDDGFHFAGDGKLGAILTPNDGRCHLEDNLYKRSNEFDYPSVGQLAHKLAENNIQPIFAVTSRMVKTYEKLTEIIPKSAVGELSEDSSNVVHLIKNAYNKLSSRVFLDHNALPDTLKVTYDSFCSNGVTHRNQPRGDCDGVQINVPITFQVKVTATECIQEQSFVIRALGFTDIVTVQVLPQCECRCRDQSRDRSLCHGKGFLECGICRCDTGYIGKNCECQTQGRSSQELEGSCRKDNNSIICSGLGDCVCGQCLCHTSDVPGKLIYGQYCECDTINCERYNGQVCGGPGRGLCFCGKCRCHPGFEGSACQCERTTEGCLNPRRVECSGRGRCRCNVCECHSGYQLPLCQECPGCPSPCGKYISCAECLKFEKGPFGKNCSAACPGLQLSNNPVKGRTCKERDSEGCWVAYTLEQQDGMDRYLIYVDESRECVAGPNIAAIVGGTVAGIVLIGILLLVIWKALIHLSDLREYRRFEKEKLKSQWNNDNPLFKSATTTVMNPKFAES
Numbers without * were called inactive. Not all compounds are listed. The share of hits here may be higher or lower than overall.

SMILES | CD11b adhes enh
Cc1ccc(S(=O)(=O)N2CCN(CC(=O)N/N=C/c3cc([N+](=O)[O-])ccc3Cl)CC2)cc1 | -3
FC(F)(F)c1cccc(Sc2nc(-c3ccccc3)nnc2C(F)(F)F)c1 | -4
Cc1cc(C)c(C)c(S(=O)(=O)NCC(=O)O)c1C | -1
Cc1cc(C)n(CC(=O)N/N=C/c2cc([N+](=O)[O-])ccc2O)n1 | 5
CCNC(=S)NNC(=O)C1CCCCC1 | 3
Cc1ccsc1/C=N/Nc1nc2ccccc2[nH]1 | 0
CN(C)c1ccc(NC(=O)/C=C/c2c(Cl)cccc2Cl)cc1 | -4
CCN(CC)c1ncnc2c1sc1nc(N3CCOCC3)c3c(c12)CCC3 | 26
C/C(N)=C(/C#N)C(=O)COC(=O)CCS(=O)(=O)c1ccccc1 | 2
O=C(COC(=O)CNC(=O)c1cccc(F)c1)NCCC1=CCCCC1 | 4
Cc1cccc(CN2CCN(C(=O)CCl)CC2)c1 | 0
O=C(Cn1c(=O)c(=O)n(Cc2ccccc2)c2ccc(Cl)cc21)Nc1cccc(F)c1 | 9
O=C(NCc1cccc(C(F)(F)F)c1)C1CC(c2c(Cl)cccc2Cl)=NO1 (configuration not stated) | -2
CCOC(=O)c1ccc(S(=O)(=O)N2CCC(C(=O)O)CC2)cc1 | -4
CC(C)C(C)(C#N)NC(=O)CSc1ncnc2sc(-c3ccccc3)cc12 (configuration not stated) | 4
N/C(=N\OC(=O)C1CCCCC1)c1cccnc1 | 1
CCCOP(=O)(OCCC)C(Nc1ccc(C(C)C)cc1)c1ccc([N+](=O)[O-])cc1 (configuration not stated) | -1
CCNc1ccc(C(=O)OCC(=O)N(Cc2ccccc2)C(C)(C)C)cc1[N+](=O)[O-] | -4
COc1cc(-c2nnc(SCC3(c4ccc(Br)cc4)OCCO3)o2)cc(OC)c1OC | 3
O=C(O)c1ccc2c(c1)ncn2C1CCCCC1 | 0
O=C(Cc1ccccc1)NN1C(=O)C2C3C=CC(C3)C2C1=O (configuration not stated) | 1
N#C/C(=C\c1ccc(Sc2ccc(Cl)cc2)o1)c1nc2ccccc2[nH]1 | -6
CCOC(=O)c1c(NC(=O)CSc2nc3cc(Cl)ccc3c(=O)n2Cc2ccco2)sc(C(=O)N(C)C)c1C | 37
Cc1ccccc1NC(=O)CSCC(=O)Nc1ccccc1C | 2
O=C(CCc1ccc(S(=O)(=O)N2CCOCC2)cc1)Nc1nc(COc2ccccc2)cs1 | -5
C/C(=N\NC(=O)c1cc(C2CC2)nc2ccccc12)c1ccc(C)s1 | -3
O=C(COC(=O)Cn1cnc2ccccc2c1=O)NCC12CC3CC(CC(C3)C1)C2 | 5
COc1ccc(CC(=O)Nc2ccc(S(=O)(=O)Nc3ncccn3)cc2)cc1 | 3
Cc1cc(C)cc(NC(=S)N2CCN(c3ncccn3)CC2)c1 | -6
C=CCNC(=S)NNC(=O)c1ccccc1 | -2
Cc1ccc(-c2csc3ncnc(SCC(=O)c4ccc5c(c4)OCCO5)c23)cc1 | 1
COc1cc(/C=C2/SC(=NCc3ccccc3)N(Cc3ccccc3)C2=O)ccc1O | 1
Cc1ccc(NP(=O)(c2ccc(N(C)C)cc2NC(=O)c2cccs2)N2CCOCC2)cc1Cl (configuration not stated) | 39
O=C(/C=C/c1ccccc1)c1cc(Br)ccc(=O)c1O | -3
Cc1ccc(S(=O)(=O)c2nc(Nc3ccccc3C#N)sc2Cl)cc1 | 6
Cn1c(/C(C#N)=C(\O)c2ccc(S(=O)(=O)N3CCCCC3)cc2)nc2ccccc21 | -7
Cc1nn(-c2ccccc2)c(Cl)c1C(=O)Nc1ccccc1 | 3
COc1ccc(Cl)cc1NC(=O)CS(=O)(=O)c1cccc2nsnc12 | -3
Nc1nc(-c2ccc([N+](=O)[O-])cc2)cs1 | -4
O=C(N/N=C/c1c[nH]c2ccccc12)c1sc2ccccc2c1Cl | 2

7 compounds picked at random from the list so far:
SMILES | CD11b adhes enh
Nc1nc(-c2ccc([N+](=O)[O-])cc2)cs1 | -4
O=C(CCc1ccc(S(=O)(=O)N2CCOCC2)cc1)Nc1nc(COc2ccccc2)cs1 | -5
COc1cc(/C=C2/SC(=NCc3ccccc3)N(Cc3ccccc3)C2=O)ccc1O | 1
O=C(N/N=C/c1c[nH]c2ccccc12)c1sc2ccccc2c1Cl | 2
C/C(=N\NC(=O)c1cc(C2CC2)nc2ccccc12)c1ccc(C)s1 | -3
N#C/C(=C\c1ccc(Sc2ccc(Cl)cc2)o1)c1nc2ccccc2[nH]1 | -6
Cc1ccc(NP(=O)(c2ccc(N(C)C)cc2NC(=O)c2cccs2)N2CCOCC2)cc1Cl (configuration not stated) | 39

More records:
SMILES | CD11b adhes enh
COc1cc(/C=N/NC(N)=O)cc(Br)c1OCc1ccccc1C | 14
COP(=O)(OC)c1nc(-c2cccc3ccccc23)oc1NCc1ccccc1 | 2
CSc1nc2ccc(NC(=O)CSc3nnc(N)s3)cc2s1 | -3
COc1cc(NC(=O)COC(=O)c2ccccc2F)cc(OC)c1 | 9
Cc1ncc(C[n+]2csc(CCOC(=O)CC3C4CC5CC(C4)CC3C5)c2C)c(N)n1 (configuration not stated) | -5
Cc1ccccc1-n1c(SCC(=O)c2c(N)n(C)c(=O)n(C)c2=O)nc2sc3c(c2c1=O)CCCC3 | 11
O=C(CN1C(=O)/C(=C\c2ccc(F)cc2)Oc2ccccc21)NCc1ccco1 | 20
CCOC(=O)/C(C#N)=C/c1ccc(OC(=O)c2ccco2)c(OCC)c1 | 4
O=C(Cc1ccccc1)NNC(=O)Nc1cccc(Cl)c1 | -4
Brc1ccc(-c2ccc(/C=N/Nc3nncc(-c4ccccc4)n3)o2)cc1 | 1
COC(=O)c1sccc1NC(=O)CSc1ccccc1NS(=O)(=O)c1ccc(F)cc1 | 4
Cc1c(Cl)cccc1NC(=O)CNC(=O)c1ccccc1F | -4
Cc1ccc(NC(=O)C/C(N)=N/O)cc1C | -4
CN1CC(=O)N(CC(=O)NCc2ccc3c(c2)OCO3)C1=O | -1
CCn1nc(C(=O)OC(C(=O)c2c[nH]c3ccccc23)c2ccccc2)c2ccccc2c1=O (configuration not stated) | 8
Cc1nn(-c2cccc(Cl)c2)c(Cl)c1/C=N/NC(=O)c1cccs1 | 15
CCn1ncc(/C=N\NC(=O)c2ccc3c(c2)c(C)c(C)n3Cc2ccccc2)c1C | -4
Cc1nn(C)c(C(=O)NNC(=S)Nc2ccc(F)cc2)c1[N+](=O)[O-] | -5
COc1ccc(CCNC(=O)c2sc3cc(C)ccc3c2Cl)cc1 | -1
Cc1ccc([N+](=O)[O-])cc1NC(=S)NC(=O)CC(C)(C)C | 1

New compounds follow:
compound	CD11b adhes enh
Cc1cccc(CN(CC(=O)N/N=C/c2ccco2)S(=O)(=O)c2ccc(Cl)cc2)c1	0
Cc1c(C(=O)NNS(=O)(=O)c2ccccc2)sc(=S)n1C	-1
COc1ccc(/C=N/NC(=O)c2[nH]ncc2Br)c(OC)c1	0
Fc1cccc(COc2ccccc2CNc2ccccc2)c1	-2
CC(=O)Nc1cc2c(cc1NC(=O)Cn1nc(-c3ccc4c(c3)OCCO4)ccc1=O)OCCO2	-1
Cc1ccc(SCC(=O)NCCN2C(=O)CSC2=O)cc1C	-3
O=c1c(Cc2ccc(F)cc2)c(O)ccn1C1CC1	-3
COc1ccc2nc(N3C(=O)CC(C(C)c4ccccc4)C3=O)sc2c1 (configuration not stated)	0
CC(Oc1ccc(Cl)cc1)C(=O)NCCN1C(=O)S/C(=C\c2cccnc2)C1=O (configuration not stated)	-6
O=C(CSc1ccccc1)Nc1ccc(-c2nc3ccccc3[nH]2)cc1	6
Cc1nc(NCCc2ccc(S(N)(=O)=O)cc2)c2c3c(sc2n1)CCC3	12
CN(C)c1ccc(NC(=O)/C=C/c2ccccc2Cl)cc1	-3
C=CCOc1c(CNc2cccc(C(=O)O)c2)cccc1OC	-1
Cn1cnc([N+](=O)[O-])c1Sc1ncccc1N	-5
O=C(c1ccc(COc2ccccc2[N+](=O)[O-])o1)N1CCCCCC1	-5
O=C(NNC(=O)C1CCN(Cc2cccc(F)c2)CC1)c1cccc(Cl)c1	-6
Cc1cc(C)n(-c2cc(N3CCN(S(=O)(=O)c4ccc(Cl)cc4)CC3)ccc2[N+](=O)[O-])n1	-1
Cc1ccc(Cl)cc1N1CCN(C(=O)COc2ccc3c(c2)CCC3)CC1	2
Cc1cc(/C=N\NC(=O)CC(=O)NC2CCCCC2)c(C)n1-c1ccc(Cl)cc1	2
CCOc1ccc(-n2c(-c3ccc(OC)cc3)c[n+]3c2CCCCC3)cc1	-7
Cc1cccc(OCCC(=O)N(C)CC(=O)Nc2cccc3ccccc23)c1	3
Cn1cnnc1SCC(=O)Nc1cccc(C(=O)O)c1	-5
O=C(N1CCN(c2ccccc2)CC1)C1(c2cccs2)CCOCC1	-2
CCOC(=O)c1cnc(-c2ccccc2)nc1Oc1ccccc1	28
O=S(=O)(Nc1ccccn1)c1cnc(Cl)c(Br)c1	0

No new results follow: three of the compounds above.
compound	CD11b adhes enh
O=C(N1CCN(c2ccccc2)CC1)C1(c2cccs2)CCOCC1	-2
CCOC(=O)c1cnc(-c2ccccc2)nc1Oc1ccccc1	28
O=S(=O)(Nc1ccccn1)c1cnc(Cl)c(Br)c1	0

(cont.)
compound	CD11b adhes enh
CCC(C)(C(=O)NC1CCCCC1)N(C(=O)CNC(C)=O)c1c(C)n(C)n(-c2ccccc2)c1=O (configuration not stated)	1
CCOc1ccc(NC(=O)C(C)Oc2ccccc2C(=O)Nc2cccc(Cl)c2Cl)cc1 (configuration not stated)	-4
Cc1ccc(-c2cc(C(=O)Nc3ccc4c(c3)OCCO4)c3ccccc3n2)cc1	-1
O=C(NNC(=S)NCc1ccco1)c1cccs1	6
CC1(C)Cc2ccccc2-c2nnc(C(F)(F)F)n21	0
Cc1cc2ncn(-c3ncnc4scc(-c5ccccc5)c34)c2cc1C	4
COc1ccc(N2CCN(c3ncccn3)CC2)cc1	0
Clc1ccc(/C=N/Nc2ncnc3ccccc23)cc1Cl	46
COc1ccc2c(c1)c1nc3ccccc3nc1n2CCn1c(=O)oc2ccccc21	-2
CC1(C)CC(c2nc(-c3ccccc3)cs2)CCS1 (configuration not stated)	2
Cn1c(N)c(C(=O)c2ccc(Cl)cc2)c(=O)n(C)c1=O	-3
CCN(CC)c1ccc(/C=N/Nc2nc3ccccc3[nH]2)c(O)c1	-3
COc1cc(-c2nnc(SCc3cc(=O)oc4cc(O)c(O)cc34)o2)cc(OC)c1OC	8
COc1ccc2oc(=O)c(NC(=O)C3CCCCC3)cc2c1	-4
O=C(/C=C/c1ccc(Cl)cc1)NC(=S)Nc1ccc(N2CCOCC2)c(Cl)c1	54
Cc1ccccc1C(=O)NC(NCc1ccco1)C(Cl)(Cl)Cl (configuration not stated)	4
O=c1cc(CN2CCN(S(=O)(=O)c3ccc4c(c3)OCCO4)CC2)c2ccc(O)cc2o1	0
Cc1ccc(CSc2nc3sc(C)c(C)c3c(=O)n2Cc2ccco2)cc1	-2
CCCCC(=O)NC(=S)Nc1ccccc1C(=O)Nc1ccccc1	0
COc1ccccc1NC(=O)/C(C#N)=C/c1cc([N+](=O)[O-])ccc1N1CCCC1	-6
Cc1ccc(C)c(/C=N/NC(=S)NCCc2ccccc2)c1	-2
Clc1cccc(CN2CCCCCCC2)c1Cl	1
CN(C(=O)CCCN1C(=O)c2cccc3cccc(c23)C1=O)c1ccccc1	2
CCOc1cc(NC(=S)NC)c(OCC)cc1NC(=O)c1ccco1	-3
COc1cc(CN(C)CCc2ccccc2)ccc1OCc1ccccc1	-1
CN(/N=C/c1ccc(O)cc1O)c1nc(-c2ccccc2)cc(-c2ccccc2)n1	25
Cc1ccc2nc(-c3ccc(N4C(=NC(=O)CCC(=O)O)SC5CS(=O)(=O)CC54)cc3)sc2c1 (configuration not stated)	18
COc1ccc(CNC(=O)c2cnc3cc(C)ccn3c2=O)cc1	7
Cc1cc(O)c(NC(=S)NC(=O)c2ccc(-c3ccc(Cl)cc3)o2)cc1C	21
CCOc1ccc(C(c2c(NC(=O)c3ccccc3)sc(C)c2C)N2CCN(C)CC2)cc1 (configuration not stated)	-3
Cc1[nH]n(-c2ccccc2)c(=O)c1N=Nc1cccc(S(=O)(=O)N2CCOCC2)c1	3
CSc1nc(Oc2ccccc2)c2sccc2n1	4
COC(=O)c1ccc(CNC(=O)/C=C/c2cc([N+](=O)[O-])ccc2OC(F)F)cc1	-2
[2H]c1c([2H])c([2H])c(C(=O)c2sc(N3CCCCCC3)nc2-c2ccccc2)c([2H])c1[2H]	2
C/C(=N/NS(=O)(=O)c1ccc(C)cc1)c1cccc(NC(=O)c2cccc(Cl)c2)c1	-7
COc1ccc(-c2nn(-c3ccccc3)cc2/C=N/NC(=O)c2ccc3c(c2)OCO3)cc1	21
COc1ccccc1OCC(=O)Nn1c(=S)[nH]c2ncccc2c1=O	1
O=C(N/N=C/c1cccc(O)c1)c1ccc(COc2ccc3c(c2)CCC3)o1	-2
Cc1ccc(OCC(=O)NC(=S)Nc2ccc(Br)c(C)n2)cc1	33
CNC(=S)Nc1ccc(C23CC4CC(CC(C4)C2)C3)cc1	3
CSc1nc(Cl)c(Cc2ccc(OC(C)C)cc2)c(N2CCOCC2)n1	-1
CCN1CCN(c2nc(-c3cccs3)nc3ccccc23)CC1	-5
Cc1cccc(-n2nc(C(=O)Nc3ccccc3)n3c(=O)cc(-c4ccccc4)nc23)c1	-6
O=C(NCCNc1ccc([N+](=O)[O-])cc1C(F)(F)F)c1cccc(F)c1	8
COc1ccc(Nc2nc(-c3cccc([N+](=O)[O-])c3)nc3ccccc23)c(OC)c1	14
COc1ccc(NCC(=O)N/N=C/C=C\c2ccccc2)cc1	1
Cc1ccc(NC(=S)NCCO)c(C)c1	2
Cn1cccc1CNCc1ccccc1Cl	-3
